N370S GC – qHTS Assay for Inhibitors and Activators of N370S glucocerebrosidase as a Potential Chaperone Treatment of Gaucher Disease; Lysosomal acid glucosylceramidase (Homo sapiens), P04062; N370S GC spleen homogenate, 4MU-glucoside fluorescence; Potency, µM (highest dose often 59.4 µM), inactives show at the top dose activity change, negative = inhibition, actives largely listed as inhibitors; actives 0.092% (n = 330,000); AID 2101, 2009;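 note: 0% = full enzyme activity and -100% = no enzyme basal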
FEN1 inh – qHTS Assay for the Inhibitors of Human Flap endonuclease 1 (FEN1); Recombinant FEN1 flap cleavage, fluorescence, 15 min; actives 0.35% (n = 390,000); Potency, µM (titrated, usually from 114 µM), for inactives: top-dose activity change, negative = inhibition, actives largely listed as inhibitors; AID 588795, 2011; note: nearly all actives have a fitted effect of over 65% in size
Target sequence (P39748 whole entry, looked up): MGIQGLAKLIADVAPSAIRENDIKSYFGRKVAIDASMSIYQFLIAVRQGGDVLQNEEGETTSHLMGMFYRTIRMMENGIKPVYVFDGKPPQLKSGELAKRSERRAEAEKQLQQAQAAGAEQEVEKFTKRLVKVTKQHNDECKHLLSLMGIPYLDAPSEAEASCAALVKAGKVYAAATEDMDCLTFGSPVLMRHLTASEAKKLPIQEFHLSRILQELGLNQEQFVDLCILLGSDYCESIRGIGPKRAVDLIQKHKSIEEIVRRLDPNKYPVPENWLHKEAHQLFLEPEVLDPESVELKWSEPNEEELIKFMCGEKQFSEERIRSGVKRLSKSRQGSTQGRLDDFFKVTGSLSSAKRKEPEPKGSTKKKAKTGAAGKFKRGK
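Reaction started by adding substrate (50 nM final) to 10 nM enzyme after 15 min room-temperature compound preincubation. Reads at 0 and 15 min, with data normalized and fitted to a four-parameter Hill equation.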
TDP1 inh – qHTS Assay for Inhibitors of Tyrosyl-DNA Phosphodiesterase (TDP1); Potency, µM (series often up to 130 µM), for inactives: at the highest dose activity change, negative = inhibition, usual class: inhibitors; recombinant TDP1, AlphaScreen DNA substrate cleavage; actives 0.28% (n = 350,000); Tyrosyl-DNA phosphodiesterase 1 (Homo sapiens), Q9NUW8; note: nearly all actives have a fitted effect of over 40% in size
Target sequence (Q9NUW8 whole entry, looked up): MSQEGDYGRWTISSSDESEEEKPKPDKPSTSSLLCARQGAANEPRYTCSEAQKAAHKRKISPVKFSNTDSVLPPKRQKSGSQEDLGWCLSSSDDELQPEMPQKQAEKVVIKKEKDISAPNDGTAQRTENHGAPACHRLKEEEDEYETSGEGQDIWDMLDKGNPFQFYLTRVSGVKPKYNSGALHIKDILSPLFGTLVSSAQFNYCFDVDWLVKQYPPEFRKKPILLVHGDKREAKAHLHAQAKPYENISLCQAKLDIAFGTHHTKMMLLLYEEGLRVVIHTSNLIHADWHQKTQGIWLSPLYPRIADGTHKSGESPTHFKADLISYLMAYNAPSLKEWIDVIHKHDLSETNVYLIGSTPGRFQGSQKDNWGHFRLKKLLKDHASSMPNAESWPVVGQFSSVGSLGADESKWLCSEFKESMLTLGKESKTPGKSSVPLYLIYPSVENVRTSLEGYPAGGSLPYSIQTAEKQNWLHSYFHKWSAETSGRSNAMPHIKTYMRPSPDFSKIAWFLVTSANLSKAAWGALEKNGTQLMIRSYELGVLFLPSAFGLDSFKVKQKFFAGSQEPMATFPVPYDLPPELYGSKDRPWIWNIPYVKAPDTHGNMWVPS
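Tdp1 1 nM final; 15 min RT w/ cpd; substrate 15 nM, 5 min; beads 10 ug/ml, 10 min; AlphaScreen read. Neg ctrl: no enzyme.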
* hit, by the source's call; & = joins results of further samples; [ ] = remark or other dose. Calls come from the whole dose curve; as a rule, active = well fitted curve in the direction sought with a large enough effect; inconclusive = small, poorly fitted or top-dose-only effect, or another doubt; inactive = no such curve, though single readings can be large; an effect the other way counts as inactive or inconclusive. Unless noted, % is set by controls: 0 for no effect and ±100 for the full control effect; potency is the fitted concentration of half-maximal effect.

Screening CCOC(=O)c1ccc(NC(=O)c2ccccc2C)cc1 returned N370S GC -1%, FEN1 inh -11% and TDP1 inh 0%.
For COc1ccc(NC(=O)CSc2nnc3c(C)cc4ccccc4n23)cc1 the results were FEN1 inh -2% and TDP1 inh 7%.
Screening COc1ccc(CNS(=O)(=O)c2ccc(-n3cnnn3)c(OC)c2)cc1 returned N370S GC -2%, FEN1 inh 0% and TDP1 inh 8%.
Screening COc1ccc(CCN2CCC(CNC(=O)c3cnn(-c4ccccc4)c3C3CCN(C(=O)OC(C)(C)C)CC3)CC2)cc1 returned FEN1 inh 3% and TDP1 inh -1%.
Cc1ccc(CS(=O)Cc2ccc(C(=O)NCc3cccs3)o2)cc1 (stereo not drawn) was read as N370S GC 0%, FEN1 inh 20% and TDP1 inh 2%.
O=C(O)CCCC(=O)Nc1nc2n(n1)C(c1ccc(F)cc1)CC(c1ccc(Cl)cc1)N2 (stereo not drawn) was read as N370S GC 1%, FEN1 inh 0% and TDP1 inh 7%.
`O=C(O)[C@@H]1CCCNC1` gave N370S GC -4%[21.6 µM] and TDP1 inh 9%[21 µM].
Fc1ccc2c(c1)C(c1ccncc1)=NNC(c1ccccc1)=N2 was read as N370S GC 2%, FEN1 inh 7% and TDP1 inh 1%.
Screening Cc1ccc(-c2cc(NC(=O)c3cccc(C)c3)on2)cc1 returned FEN1 inh -24% and TDP1 inh 4%.
`O=C(N/N=C/C=C/c1ccccc1)C1CC1c1ccccc1` (stereo not drawn) gave N370S GC 11%, FEN1 inh -16% and TDP1 inh 2%.
For Cc1nc2c3ccccc3nc(NNC(=O)CCC(=O)NC(C)C)n2n1 the results were N370S GC -7%, FEN1 inh 9% and TDP1 inh 0%.
Cc1ccc(-n2ncc3c(N4CCN(c5ccccc5)CC4)ncnc32)cc1C was read as FEN1 inh -4% and TDP1 inh 5%.
For CN1CCCN(C(=O)c2cc(-c3cccc4ccccc34)nc3ccccc23)CC1 the results were N370S GC -4% and FEN1 inh -12%.
CCCCOc1nc2ccccc2nc1NS(=O)(=O)c1ccc(F)cc1 was read as N370S GC -9% and FEN1 inh -8%.
For Cc1ccc(N2CC(C(=O)Nc3cc(C(F)(F)F)ccc3N3CCCC3)CC2=O)cc1 (stereo not drawn) the results were N370S GC -10%, FEN1 inh 2% and TDP1 inh 8%[0.505 µM].
Screening N#Cc1ccc(C(=O)OCC(=O)N2CCOCC2)cc1 returned N370S GC -12%, FEN1 inh 13% and TDP1 inh 0%.
Screening Cc1ccc(NC(=O)CCCOc2ccccc2)cc1S(=O)(=O)N1CCOCC1 returned FEN1 inh 13% and TDP1 inh -3%[56.1 µM].
For C[C@@]12C=CC(=O)C=C1CC[C@@H]1[C@@H]2[C@H](O)C[C@]2(C)[C@@H]1CC[C@]2(O)C(=O)CO the results were N370S GC -1%[21.6 µM] and TDP1 inh 5%[21 µM].
Screening Cc1ccc2cc(CN(Cc3ccco3)C(=O)C3CCCCC3)c(=O)[nH]c2c1C returned N370S GC 11%, FEN1 inh -1% and TDP1 inh 7%.
For C/C(=N/NC(=O)c1ccco1)c1ccc(Br)s1 the results were N370S GC -14%, FEN1 inh -13% and TDP1 inh 1%.
`CC(C)CCOc1ccc(C(=O)NN2C(=O)NC3(CCCCC3)C2=O)cc1` gave N370S GC -14% and FEN1 inh 1%.
`CCN(CC)CCCNC(=S)N(CCO)Cc1cc2cc3c(cc2[nH]c1=O)OCCO3` gave N370S GC inconclusive, FEN1 inh inconclusive and TDP1 inh 0%.
Screening CC1CC(C)(C)CC2(C1)NC(=O)N(CC(=O)N1CCN(S(=O)(=O)c3cccc(F)c3)CC1)C2=O (stereo not drawn) returned FEN1 inh 6% and TDP1 inh -1%.
For Cc1ccc(NC(=O)CCN2CCN(C)CC2)cc1 the results were N370S GC 2%, FEN1 inh 11% and TDP1 inh 1%.
Screening CCOC(=O)N1CCC(NC(=O)c2cc(C(=O)Nc3ccc(F)cc3F)ccc2CO)CC1 returned N370S GC -4%, FEN1 inh 2% and TDP1 inh 0%.
For COC(=O)[C@@H](Cc1ccccc1)NC(=O)NCCc1ccc(OC)c(OC)c1 the results were N370S GC -6% and FEN1 inh 0%.
`CCOC(=O)C(Cc1ccccc1)C(=O)Nc1ccc(NC(=O)C(Cc2ccccc2)C(=O)OCC)cc1` (stereo not drawn) gave N370S GC 13%, FEN1 inh -1% and TDP1 inh 2%.
For O=C(Nc1ccc(C(=O)N2CCC(O)(c3ccc(Cl)c(C(F)(F)F)c3)CC2)cc1)c1ccc(Br)o1 the results were N370S GC -14%, FEN1 inh -33% and TDP1 inh 0%.
`CN(C)c1ccc(C(CNC(=O)c2ccc(C(C)(C)C)cc2)N2CCOCC2)cc1` (stereo not drawn) gave FEN1 inh -6% and TDP1 inh 9%.
CC(CN(C)Cc1ccccc1)OC(=O)C1COc2ccccc2O1 (stereo not drawn) was read as N370S GC 0%, FEN1 inh 20% and TDP1 inh 2%.
For COCCCN1C(=O)c2ccccc2CC1(C)C(=O)NC1CCCCC1 (stereo not drawn) the results were FEN1 inh 4% and TDP1 inh -3%.
`Cc1ccc(NC(=S)NC(NC(=O)Cc2cccc3ccccc23)C(Cl)(Cl)Cl)cc1` (stereo not drawn) gave N370S GC -7%, FEN1 inh 8% and TDP1 inh -7%.
Screening Fc1ccc(CSc2nc3ccccc3[nH]2)c2ccccc12 returned N370S GC 21%, FEN1 inh -21% and TDP1 inh 5%.
For Cn1ccc(O)c(C#N)c1=O the results were N370S GC 1%&-5%, FEN1 inh -3% and TDP1 inh 9%[56.1 µM].
For O=C(O)c1ccc(-n2cccc2/C=C2/SC(=O)N(CC(=O)N3CCCC3)C2=O)cc1 the results were N370S GC inconclusive, FEN1 inh 40µM* and TDP1 inh 50µM*.
For Cc1c(NC(=O)COC(=O)CCc2c[nH]c3ccccc23)c(=O)n(-c2ccccc2)n1C the results were N370S GC -26%, FEN1 inh 0% and TDP1 inh 0%.
Cc1ncoc1C(=O)Nc1cccc(Cl)c1 was read as N370S GC -19%, FEN1 inh -12% and TDP1 inh -3%.
Screening COc1cc2c(cc1OC)CN(C(C)C(=O)N1CCc3ccccc31)CC2 (stereo not drawn) returned N370S GC -5%, FEN1 inh 9% and TDP1 inh 3%.
Screening CSCC[C@H](NC(=O)OC(C)(C)C)c1nnc(SCc2ccc(F)cc2)o1 returned N370S GC -18%, FEN1 inh -15% and TDP1 inh 4%.
O=C(CNC(=S)N(CCCN1CCOCC1)Cc1cccs1)NCCN1CCOCC1 was read as N370S GC 2%, FEN1 inh -4% and TDP1 inh 4%.
O=C(NC1CCCC1)C1CC(=O)N(C2CCCCCCC2)C1 (stereo not drawn) was read as N370S GC 2%, FEN1 inh -15% and TDP1 inh 4%.
Screening O=C(Nc1ccccc1[N+](=O)[O-])C1C(c2ccccc2)=C1c1ccccc1 returned FEN1 inh -7% and TDP1 inh 2%.
NS(=O)(=O)c1ccc(NS(=O)(=O)/C=C/c2ccccc2)cc1 was read as N370S GC 10%, FEN1 inh 3% and TDP1 inh -1%.
CC1CCc2c(sc3nc(CN4CCN(S(=O)(=O)c5ccccc5[N+](=O)[O-])CC4)[nH]c(=O)c23)C1 (stereo not drawn) was read as N370S GC inconclusive, FEN1 inh -11% and TDP1 inh 5%.
[O-]/[N+](=C\c1ccccc1)[C@@H]1CCCC[C@@H]1/[N+]([O-])=C/c1ccccc1 was read as N370S GC -1%, FEN1 inh 1% and TDP1 inh -2%.
`CN(CC(=O)Nc1ccc(F)cc1)CC(=O)N1CCc2ccccc21` gave N370S GC -3%, FEN1 inh -4% and TDP1 inh -8%.
`O=C(O)C1CCN(c2ccc(S(=O)(=O)N3CCOCC3)cc2[N+](=O)[O-])CC1` gave N370S GC 1%, FEN1 inh -6% and TDP1 inh 8%.
Screening c1ccc2[nH]cnc2c1 returned N370S GC 0%, FEN1 inh -11% and TDP1 inh 1%.
Screening COC(=O)c1ccc(CSc2nc(-c3ccco3)cc(C(F)(F)F)n2)o1 returned N370S GC 11%, FEN1 inh -17% and TDP1 inh 1%.
Screening COc1ccc(CCNC(=O)CN(Cc2ccc(Cl)cc2)S(C)(=O)=O)cc1 returned N370S GC -17% and FEN1 inh -4%.
O=C(Nc1nsc(-c2ccccc2)n1)c1cccs1 was read as N370S GC 4%, FEN1 inh 18% and TDP1 inh 1%.
`CCCn1cc(S(=O)(=O)c2cc(C)ccc2C)c(=O)c2cc(F)c(N3CCN(CC)CC3)cc21` gave FEN1 inh -13% and TDP1 inh -7%.
For Cc1cc(C)cc(NC(=O)/C=C/c2ccc([N+](=O)[O-])s2)c1 the results were N370S GC -3%, FEN1 inh -8% and TDP1 inh 0%.
Screening CCOC(=O)C1=C(C)Nc2nc3ccccc3n2C1c1ccncc1 (stereo not drawn) returned N370S GC 7%, FEN1 inh 7% and TDP1 inh 5%.
`CC(=O)c1cccc(S(=O)(=O)Nc2ccccc2N2CCOCC2)c1` gave FEN1 inh -1% and TDP1 inh 1%.
`CC(C)OC(=O)CN1C(=O)C(C)(C)Oc2ccc(C(=O)NC3CC3)cc21` gave N370S GC -11%, FEN1 inh -3% and TDP1 inh 5%.
O=C(NCc1ccc(Cl)cc1)c1ccc2c(c1)nnn2C1CCCC1 was read as FEN1 inh -3% and TDP1 inh -3%.
Screening CC(=O)N1CC(c2ccccc2)C(c2ccc(Cl)cc2)=N1 (stereo not drawn) returned N370S GC -16%, FEN1 inh 0% and TDP1 inh 5%.
`COc1ccc(NS(=O)(=O)c2ccc(-c3cnc(C4CC4)o3)cc2)cc1Cl` gave FEN1 inh -1% and TDP1 inh 4%.
Screening O=C(O)CC1S/C(=N/N=C/c2ccccn2)NC1=O (stereo not drawn) returned N370S GC -1%, FEN1 inh 8% and TDP1 inh 7%.

Some of these compounds in order of SMILES length, ascending.
Screening O=C(O)CC1S/C(=N/N=C/c2ccccn2)NC1=O (stereo not drawn) returned N370S GC -1%, FEN1 inh 8% and TDP1 inh 7%.
Screening CCOC(=O)C1=C(C)Nc2nc3ccccc3n2C1c1ccncc1 (stereo not drawn) returned N370S GC 7%, FEN1 inh 7% and TDP1 inh 5%.
For Cc1cc(C)cc(NC(=O)/C=C/c2ccc([N+](=O)[O-])s2)c1 the results were N370S GC -3%, FEN1 inh -8% and TDP1 inh 0%.
`CCCn1cc(S(=O)(=O)c2cc(C)ccc2C)c(=O)c2cc(F)c(N3CCN(CC)CC3)cc21` gave FEN1 inh -13% and TDP1 inh -7%.

For convenience, 6 of the compounds above:
`CC(=O)c1cccc(S(=O)(=O)Nc2ccccc2N2CCOCC2)c1` gave FEN1 inh -1% and TDP1 inh 1%.
`CC(C)OC(=O)CN1C(=O)C(C)(C)Oc2ccc(C(=O)NC3CC3)cc21` gave N370S GC -11%, FEN1 inh -3% and TDP1 inh 5%.
O=C(NCc1ccc(Cl)cc1)c1ccc2c(c1)nnn2C1CCCC1 was read as FEN1 inh -3% and TDP1 inh -3%.
Screening CC(=O)N1CC(c2ccccc2)C(c2ccc(Cl)cc2)=N1 (stereo not drawn) returned N370S GC -16%, FEN1 inh 0% and TDP1 inh 5%.
`COc1ccc(NS(=O)(=O)c2ccc(-c3cnc(C4CC4)o3)cc2)cc1Cl` gave FEN1 inh -1% and TDP1 inh 4%.
Screening O=C(O)CC1S/C(=N/N=C/c2ccccn2)NC1=O (stereo not drawn) returned N370S GC -1%, FEN1 inh 8% and TDP1 inh 7%.

Additional compounds follow.
`Cc1cccc(Nc2nnc(SCC(=O)NC(=O)CN3CCCC3=O)s2)c1` gave FEN1 inh -3% and TDP1 inh 1%.
Screening CCCN1C2=C(C(=O)CC(C)(C)C2)C(c2ccc(F)cc2)C2=C1c1ccccc1C2=O (stereo not drawn) returned N370S GC 8%, FEN1 inh -5% and TDP1 inh 0%.
For Cc1cccc(C)c1NC(=O)c1cccc(N2C(=O)C3CCC(C)CC3C2=O)c1 (stereo not drawn) the results were N370S GC -3%, FEN1 inh 45%[activator] and TDP1 inh 4%.
Screening Cc1cccc(C)c1NC(=O)C(c1ccccc1)N1CCN(C(=O)c2ccco2)CC1 (stereo not drawn) returned N370S GC 5%, FEN1 inh -3% and TDP1 inh 5%.
Screening Cc1cc(C)c(S(=O)(=O)c2ccccc2Cl)c(Cl)n1 returned N370S GC 2% and TDP1 inh 0%.
`NC(=O)C1CCN(C(=O)CNC(=O)c2ccccc2)CC1` gave N370S GC 3%, FEN1 inh -2% and TDP1 inh 2%.
For O=C1[C@@H]2CSCN2C(=O)CN1Cc1ccccc1F the results were N370S GC -5% and FEN1 inh 0%.
Screening CN(CC(=O)O)S(=O)(=O)c1ccc(F)cc1 returned N370S GC -1%, FEN1 inh 1% and TDP1 inh 4%[56.1 µM].
`CCC(=O)n1nc(-c2ccc(Cl)cc2)nc1SC` gave N370S GC -1%, FEN1 inh -2% and TDP1 inh -2%.
`O=C(CSc1ccc2ccccc2c1)NCc1cccs1` gave N370S GC 2%, FEN1 inh -17% and TDP1 inh 5%.
C=CCNc1nc2ccccc2c(=O)[nH]1 was read as N370S GC 5%, FEN1 inh -12% and TDP1 inh 5%.
